# Screens: PubChem BioAssay, National Center for Advancing Translational Sciences (NCATS)
# BRCT inh red: BRCT-phosphoprotein interaction inhibition (red fluorophore) | P38398 | BRCT-phosphopeptide binding, red fluorescence polarization | Potency, µM (titrated, usually from 76.9 µM), for inactives: at the top dose activity change, negative = inhibition, usual class: inhibitors | 75,000 compounds, 0.03% hits; also: % is scaled to controls: 0 for no effect and ±100 for the full control effect
#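 Rhodamine-labelled pBACH1 10-mer (100 nM) bound to BRCT domain (100 nM) at pH 7.3; compounds incubated 12 min room temperature, polarization read. Free peptide defines full inhibition; unlabelled decapeptide titrated as control.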
# Pol III holo inh: inhibitors of bacterial DNA polymerase III holoenzyme; reconstituted DNA polymerase III holoenzyme replication, biochemical; Potency, µM (doses to about 57.1 µM), without a hit: at the top dose activity change, negative = inhibition; 71,000 compounds, 0.25% hits; also: potency is read from the fitted curve at half-maximal effect; % is scaled to controls: 0 for no effect and ±100 for the full control effect
#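 Reconstituted *E. coli* holoenzyme (0.35 nM Pol III, 1 nM beta, 154 nM SSB, 2 nM primase) was preincubated with compound for 15 min at RT. Synthesis on 1.4 nM ssM13Gori ran 35 min, then was stopped with PicoGreen/EDTA and read as dsDNA fluorescence.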
# BRCT PPI green: BRCA1 BRCT-phosphoprotein interaction inhibition; P38398; BRCA1 BRCT-phosphopeptide binding, green fluorescence polarization; Potency, µM (titrated, usually from 76.9 µM), inactives show at the highest dose activity change, negative = inhibition, actives largely listed as inhibitors; 75,000 compounds, 0.05% hits;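 also: potency is read from the fitted curve at half-maximal effect; plate controls were peptide without protein for full effect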
#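 Fluorescence polarization: His-tagged BRCT (~35 kDa BRCA1 C-terminus, 250 nM) bound to 100 nM fluorescein-labeled phosphorylated 10-aa BACH1 peptide, pH 7.3 phosphate buffer with DTT and Tween 20. Compounds incubated 12 min at room temperature; inhibition read as lowered polarization.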
# HADH2 inhib: blocks human hydroxyacyl-CoA dehydrogenase type II; recombinant HADH2, NADH fluorescence, beta-hydroxybutyryl-CoA; Potency, µM (titrated, usually from 57.1 µM), without a hit: at the top dose activity change, negative = inhibition, most hits filed as inhibitors; AID 886; Q99714; 73,000 compounds, 3.4% hits; also: potency is read from the fitted curve at half-maximal effect; % is scaled to controls: 0 for no effect and ±100 for the full control effect; nearly all actives have a fitted effect of over 60% in size; many of its hits are not listed in these tables
#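 Buffer 100 mM Tris-HCl pH 9.0/0.01% Tween-20; HADH2 20 nM; NAD+ 1 mM; beta-hydroxybutyryl-CoA 90 uM (all final). 15 min cpd preincubation, RT.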
# Rhodamine autofl: rhodamine region autofluorescence | Rhodamine-region fluorescence, 547/598 nm, Tris buffer; active compounds read high | AID 594 | 59,000 compounds, 0.05% hits | max dye-equivalent concentration, M; in the data active = max dye-equivalent concentration above about 11 nM; inconclusive = between about 1.1 nM and that limit
#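 Steps: pin-transfer compounds into pH 8.0 Tris (100 mM), hold 15 min at room temperature, image with a 547/598 nm filter pair, and convert intensities to rhodamine-equivalent concentration using a six-point on-plate rhodamine series.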
# HEK293 cAMP ctrl: raises cAMP in parental HEK293 cells, TSHR agonist counter-screen; Potency, µM (top dose mostly 57.1 µM), inactives show top-dose activation, most hits filed as activators; parental HEK293 CNG cAMP sensor, membrane potential fluorescence; 73,000 compounds, 2.5% hits; also: potency is read from the fitted curve at half-maximal effect; % of control where 0% means no effect; nearly all actives have a fitted effect of over 55% in size
#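 Counterscreen for endogenous-receptor signalling: CNG-channel HEK 293 cells report cAMP rise by membrane depolarization. After 60 min dye equilibration with 100 uM RO 20-1724, compounds incubated 30 min before bottom-read fluorescence at 590 nm.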
# Casp7 inh: allosteric or competitive inhibitors of human caspase-7. AID 889. 75,000 compounds, 0.02% hits. recombinant caspase-7, Ac-DEVD-AFC fluorescence rate. Potency, µM (series often up to 57.5 µM), inactives show at the top dose activity change, negative = inhibition, most hits filed as inhibitors. P55210; active = well fitted inhibition curve with a large enough effect in the main read-out, with a control signal flat, not every such curve was filed as active; inconclusive = small, poorly fitted or top-dose-only effect, or a change in a side signal; also: potency is read from the fitted curve at half-maximal effect; % of control where 0% means no effect
# USP2a inh: inhibitors of human ubiquitin-specific protease USP2a. AID 927. Potency, µM (titrated, usually from 38.3 µM), for the others: at the highest dose activity change, negative = inhibition, most hits filed as inhibitors. USP2a enzymatic assay, qHTS inhibition. 60,000 compounds, 0.1% hits. O75604;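 also: potency is read from the fitted curve at half-maximal effect; nearly all actives have a fitted effect of over 60% in size; plate controls were DMSO for no effect and NEM full inhibition control for full effect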
#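 Inhibition is measured in a cell-free coupled assay with 20 nM USP2 core, 20 nM Ub-PLA2 and 20 uM NBD C6-HPC, 2.5 h incubation. Activity normalized to NEM control.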
# 15-hLO inh: 15-hLO (ALOX15) enzyme inhibition; purified 15hLO-1, xylenol orange hydroperoxide absorbance; Potency, µM (series often up to 57.1 µM), inactives show at the highest dose activity change, negative = inhibition, hits mostly inhibitors; 74,000 compounds, 1.4% hits; also: potency is read from the fitted curve at half-maximal effect; % is scaled to controls: 0 for no effect and ±100 for the full control effect; nearly all actives have a fitted effect of over 55% in size
#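 Readout: Fe(III)-xylenol orange absorbance, 573-to-405 nm ratio as reaction progress. Enzyme 40 nM purified human 15hLO-1, substrate 50 uM arachidonic acid, 6 min RT after 15 min compound preincubation; Hepes pH 7.5 buffer with Triton X-100.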
# Caspase-1 inhib: blocks human caspase-1 allosterically or competitively; Potency, µM (top dose mostly 57.5 µM), inactives show top-dose activity change, negative = inhibition, actives largely listed as inhibitors; P29466; Caspase-1 enzyme, Ac-WEHD-AFC fluorogenic rate; 75,000 compounds, 0.03% hits;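 also: potency is read from the fitted curve at half-maximal effect; plate controls were vehicle for no effect and no substrate for full effect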
# Tau fil binding: binds recombinant human tau filaments | recombinant tau filaments, thioflavin S fluorescence, 15 h; filaments grown with octadecylsulfate alongside compound | Potency, µM (highest dose often 57.1 µM), for the others: at the top dose activity change, negative = inhibition | 71,000 compounds, 2% hits | AID 596;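 also: potency is read from the fitted curve at half-maximal effect; % is scaled to controls: 0 for no effect and ±100 for the full control effect; actives lower thioflavin S fluorescence by blocking filaments or displacing dye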
#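 Recombinant tau protein (human, 1 uM final) plus 30 uM ODS in HEPES pH 7.4 with NaCl, DTT and thioflavine S. Compound present from the start; fluorescence at 510 nm after 15 h, 37 C.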
# The depositor's hits bear a star; i = inactive; u = inconclusive; x = no result given; [ ] = dose if it differs, or a comment. Unless noted, calls follow the shape of the dose curve; as a rule, active = well fitted curve in the direction sought with a large enough effect; inconclusive = small, poorly fitted or top-dose-only effect, or another doubt; inactive = no such curve, though single readings can be large; an effect the other way counts as inactive or inconclusive.
SMILES,BRCT inh red,Pol III holo inh,BRCT PPI green,HADH2 inhib,Rhodamine autofl,HEK293 cAMP ctrl,Casp7 inh,USP2a inh,15-hLO inh,Caspase-1 inhib,Tau fil binding
O=C1c2ccccc2C(=O)c2c1ccc(N1C(=O)c3ccccc3C1=O)c2-c1c(N2C(=O)c3ccccc3C2=O)ccc2c1C(=O)c1ccccc1C2=O,x,0.3%[11.4 µM],x,-5.0%[11.4 µM],i,-10.2%[11.4 µM],x,x,x,x,u
CCOC(=O)N1CCC(NC(=O)CN2C(=O)CCSc3ccccc32)CC1,1.2%,-0.8%,-3.3%,3.2%,x,-0.9%,-2.4%,x,1.6%,-5.3%,4.1%
CCOC(=O)Cn1c(=O)sc2ccccc21,0.5%,-0.8%,1.0%,-2.1%,x,11.6%,1.4%,-2.1%,6.6%,-1.8%,9.7%
Cc1nc2c(F)c(F)c(C(F)(F)F)c(F)c2[nH]1,0.9%,-1.4%,0.1%,-1.2%,i,4.8%,0.3%,0.7%,0.0%,-0.3%,12.7%
O=C(CSc1nnc2sc3ccccc3n12)c1ccco1,-0.8%,-4.6%,-0.4%,-28.8%,i,-8.0%,-1.6%,6.9%,-4.3%,0.1%,-13.7%
O=C(Nc1nsc(-c2ccccc2)n1)c1ccncc1,-4.4%,-1.9%,-1.4%,2.8%,i,-4.9%,0.3%,0.8%,-3.9%,0.2%,-5.1%
FC(F)C(F)(F)C1=CC(c2ccccc2)=NCCN1,-0.1%,2.8%,-3.4%,-7.0%,x,16.6%,0.4%,-5.2%,9.7%,-1.2%,12.6µM*
O=C(O)c1cc(NS(=O)(=O)c2ccc3ccccc3c2)ccc1O,-0.2%,x,-1.2%,-4.6%,x,-10.0%,-0.8%,x,-12.6%,-0.3%,x
Cn1c(CN2CCOCC2)nc2cc(NC(=O)c3ccccc3Cl)ccc21,0.1%,-3.6%,-2.5%,8.0%,i,3.0%,0.1%,2.4%,13.7%,1.4%,8.9%
CCOC(=O)CCN1C(=O)[C@H]2[C@@H]3[C@H](O)C=CC(=O)[C@H]3CC[C@H]2C1=O,-0.3%[15.4 µM],x,-2.4%[15.4 µM],8.3%[11.4 µM],x,-3.6%[11.4 µM],0.2%[11.5 µM],x,10.4%[11.4 µM],-0.5%[11.5 µM],x
CCCCNC(=O)Nc1cnn(CC)c1C(N)=O,0.0%,2.3%,-2.1%,5.7%,i,-3.7%,-0.9%,4.2%,2.8%,0.4%,1.2%
CCOC(=O)C1=C(C)NC(C)=C(C(=O)OCC)C1C(=O)OCC(=O)N1CCc2ccccc21,-1.0%,-2.4%,-1.2%,-8.8%,i,-0.6%,-7.9%,26.1%,8.6%,-5.6%,110.1%
S=c1nc[nH]c2nc[nH]c12,-0.2%,x,0.3%[3.08 µM],x,x,x,0.5%,-11.2%,-23.3%,-0.1%,x
COC(=O)c1[nH]c2c(c1C)C(=O)CCC2,0.4%,-7.7%,0.2%,-3.6%,i,-49.1%[inhibitor],1.0%,-0.5%,-3.3%,1.3%,7.9%
Cc1ccc2cc3cc(C(=O)N4CCCCC4C)oc3nc2c1 (stereo not drawn),-1.9%,-5.9%,-0.7%,-9.0%,i,19.7%,-3.1%,6.9%,-0.3%,2.0%,8.6%
C=CCc1ccccc1OCC(O)CN1CCN(C(=O)OCC)CC1 (stereo not drawn),-1.4%,1.6%,-0.9%,8.0%,i,15.1%,1.1%,3.6%,-6.4%,-0.3%,0.5%
CCC(=O)Nc1cc2c(cc1C(=O)CC)OCCO2,0.9%,4.5%,0.0%,2.5%,x,12.7%,-1.0%,-2.0%,-0.8%,0.6%,-7.5%
CC(=O)OCCC(C)CCC=C(C)C (stereo not drawn),-1.7%,x,-1.6%,x,x,x,0.0%,-5.7%,10µM*,5.6%,x
FC(F)(F)c1ccccc1-c1ccc2ncnc(NCCN3CCOCC3)c2c1,-3.3%,-0.7%,-0.7%,9.7%,i,u,-2.5%,154.9%[activator],9.1%,0.5%,-4.9%
O=C(O)Cn1nc(-c2ccc(F)cc2)oc1=O,0.1%,-9.8%,-3.5%,7.4%,i,19.5%,1.8%,2.7%,-8.2%,2.7%,-2.7%
COc1ccc(N(CC(=O)Nc2cccc(C)c2C)S(=O)(=O)c2c(C)n[nH]c2C)cc1,-0.6%,1.8%,-0.9%,0.7%,i,3.9%,0.0%,31.5%[activator],-1.5%,0.9%,-3.1%
CCOC(=O)CNC(=O)CN1CCCN(S(=O)(=O)c2ccc(Br)s2)CC1,0.3%,-2.6%,-8.5%,0.1%,i,-1.5%,-0.5%,2.4%,-2.7%,0.2%,-0.9%
O=C(OCc1nnc(-c2ccccc2)o1)c1ccc2c(c1)C(=O)N(CCc1ccccc1)C2=O,-1.0%,0.2%,1.9%,16.5%,i,2.3%,-1.3%,11.0%,-2.5%,1.0%,-14.5%
OC(c1cc(C(F)(F)F)nc2c(C(F)(F)F)cccc12)C1CCCCN1 (stereo not drawn),-2.1%,x,0.0%[3.08 µM],x,x,x,-1.5%,-5.9%,1.3%,0.1%,x

# Pulled by structure from the entries so far, 2 records:
SMILES,BRCT inh red,Pol III holo inh,BRCT PPI green,HADH2 inhib,Rhodamine autofl,HEK293 cAMP ctrl,Casp7 inh,USP2a inh,15-hLO inh,Caspase-1 inhib,Tau fil binding
CCCCNC(=O)Nc1cnn(CC)c1C(N)=O,0.0%,2.3%,-2.1%,5.7%,i,-3.7%,-0.9%,4.2%,2.8%,0.4%,1.2%
O=C(Nc1nsc(-c2ccccc2)n1)c1ccncc1,-4.4%,-1.9%,-1.4%,2.8%,i,-4.9%,0.3%,0.8%,-3.9%,0.2%,-5.1%

# Next part.
SMILES,BRCT inh red,Pol III holo inh,BRCT PPI green,HADH2 inhib,Rhodamine autofl,HEK293 cAMP ctrl,Casp7 inh,USP2a inh,15-hLO inh,Caspase-1 inhib,Tau fil binding
C#CCCCO/N=C1/C[C@@H](O)[C@@H](O)[C@@H]2[C@@H]3C(=O)N(CC)C(=O)[C@H]3CC[C@@H]12,1.7%[15.4 µM],x,-2.0%[15.4 µM],-4.4%[11.4 µM],x,1.1%[11.4 µM],0.0%[11.5 µM],x,-5.5%[11.4 µM],-0.6%[11.5 µM],x
COc1ccc(Oc2ncc3nc(-c4ccc(F)cc4)c(=O)n(CCC#N)c3n2)cc1,-1.1%,16.0%,-1.2%,-0.1%,i,-16.5%,u,75.8%[activator],4.5%,u,-11.3%
O=C(c1cc2ccccc2o1)c1nc2c(n1O)CCCCC2,-0.6%,-2.0%,0.3%,-13.0%,i,11.9%,-1.8%,-4.4%,-12.0%,-1.8%,-17.8%
COC(=O)c1cc2c(s1)CS(=O)C2 (stereo not drawn),-1.3%,-1.1%,-0.5%,3.0%,i,8.9%,0.0%,-2.7%,0.5%,-1.4%,-7.4%
CC(C)(C)C(=O)NC1CCN(C(=O)N2CCCC2)CC1,-0.7%,-4.7%,-0.7%,10.6%,i,12.5%,-0.9%,0.8%,2.2%,-1.2%,-3.7%
O=C(CC(CC(=O)c1ccccc1)C(=O)O)c1ccccc1,-0.4%,-0.1%[11.4 µM],-0.4%,-4.4%[11.4 µM],x,18.9%[11.4 µM],0.9%,2.4%[7.66 µM],-0.9%[11.4 µM],0.3%,-0.8%[11.4 µM]
CN(C)CCNc1oc(COc2ccc(Cl)cc2)nc1C#N,-1.0%,-4.6%,-2.2%,0.0%,i,7.0%,-6.3%,5.0%,8.9%,-10.3%,-3.6%
Cc1cc(N2CCN(C(c3ccccc3)c3ccc(Cl)cc3)CC2)n2ncnc2n1 (stereo not drawn),-1.0%,5.7%,2.9%,-7.6%,x,16.6%,-4.7%,x,u,-4.7%,306.0%
CCN1CCC[C@H]1CNC(=O)c1c(O)c(Cl)cc(Cl)c1OC,-1.6%,-2.6%,0.1%,5.6%,x,-3.5%,2.1%,x,1.1%[25.6 µM],-4.4%,u
CCC(Sc1nc2n[nH]c(C)c2c(=N)n1-c1cccc(Cl)c1C)C(=O)N(CC)CC (stereo not drawn),0.6%,0.0%,-2.3%,11.6%,i,22.3%,-1.0%,-11.6%,-2.4%,-13.5%,193.2%
O=C(COC(=O)C1=COCCO1)Nc1ccccc1Oc1ccccc1,2.1%,-2.6%,-1.6%,7.6%,i,19.2%,-0.8%,6.6%,2.0%,-0.9%,-1.5%
COc1ccccc1-n1nc(C(=O)Nc2ccc3c(c2)OCO3)c2ccccc2c1=O,-2.4%,-2.0%,-0.7%,6.9%,i,25.4%,-1.9%,17.8%,-7.6%,-1.3%,29.7%

# The list is partial. The share of hits here may be higher or lower than overall.
